Assay outcomes from PubChem BioAssay.
DDE Tn7 FP inh = inhibitors of Tn7 peptide binding to human fibrin DD(E). inhibition, % at 8.3 µM. hit rate 0.13% among 370,000. FP displacement of FITC-Tn7 peptide from fibrin DD(E); 0% = median of compound wells per plate;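 active = inhibition above the mean of compounds falling within the control limits plus 3 SD of them, cut at about 14% in these data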;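 also: 0% = plate median of compound wells and 100% = 10 µM Aha-Tn7 peptide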
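Also added: labelled Tn7 tracer, 0.1 µM; Assay system: human fibrin DD(E) protein; Amount: 2 µM fibrin DD(E); Schedule: 10 min compound pre-incubation, 3 h probe incubation at room temperature; Repeats: one replicate per compound; Read-out basis: percent inhibition; Measured by: fluorescence polarization of the labelled Tn7 tracer.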
proKLK7 act = activators of human kallikrein-7 zymogen; AID 652039; activation, % at 7 µM; purified proKLK7, EDANS-DABCYL substrate fluorescence; 100% is mature enzyme control, 0% vehicle; P49862; hit rate 0.9% among 370,000;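 active = activation above the mean of all tested compounds plus 3 SD, computed per campaign excluding outliers beyond control limits, cut at about 13% in these data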
Target sequence (P49862 whole entry, looked up): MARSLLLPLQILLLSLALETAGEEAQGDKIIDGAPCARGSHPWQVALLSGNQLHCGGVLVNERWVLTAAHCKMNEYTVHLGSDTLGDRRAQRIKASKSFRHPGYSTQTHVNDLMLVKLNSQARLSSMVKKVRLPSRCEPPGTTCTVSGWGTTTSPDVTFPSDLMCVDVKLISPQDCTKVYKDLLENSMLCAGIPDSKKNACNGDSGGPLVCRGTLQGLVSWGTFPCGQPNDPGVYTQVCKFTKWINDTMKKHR
ASAP1 inh = ASAP1 ArfGAP inhibition; Q9ULH1; ASAP1-stimulated ARF1 GTP hydrolysis, GDP FP detection; inhibition, % at 16.5 µM; hit rate 0.19% among 360,000; in the data active = inhibition above about 25%;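 also: 0% = vehicle with enzyme and substrate and 100% = no enzyme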
DDE Tn6 FP inh = DD(E)-Tn6 binding inhibition, primary FP screen. Fibrin DD(E) TRITC-Tn6 fluorescence polarization displacement. inhibition, % at 8.3 µM. hit rate 0.21% among 370,000. AID 720509;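 active = inhibition above a per-campaign cutoff: mean of compounds within control limits plus 3 SD, cut at about 15% in these data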;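 also: 0% = median of all compound wells on the plate and 100% = blocking peptide control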
UHRF1 binding = UHRF1 methyl-DNA binding inhibition | UHRF1 binding to methylated oligo, TR-FRET | hit rate 0.75% among 370,000 | inhibition, % at 4.4 µM | Q96T88 | AID 687016; in the data active = inhibition above about 21%;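 also: UHRF1 SRA domain binding a hemimethylated CpG hairpin DNA probe; 0% = median of test compound wells and 100% = reference inhibitor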
ADAM17 inh = inhibits human ADAM17 | hit rate 0.83% among 370,000 | AID 720648 | recombinant ADAM17, EDANS/DABCYL FRET peptide cleavage | inhibition, % at 6.95 µM | P78536;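 active = inhibition above the mean of compounds lying between control limits plus 3 SD, set per campaign, cut at about 8.5% in these data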;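 also: 0% = DMSO-only wells as the low control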
Target sequence (P78536 215-824 limits assumed): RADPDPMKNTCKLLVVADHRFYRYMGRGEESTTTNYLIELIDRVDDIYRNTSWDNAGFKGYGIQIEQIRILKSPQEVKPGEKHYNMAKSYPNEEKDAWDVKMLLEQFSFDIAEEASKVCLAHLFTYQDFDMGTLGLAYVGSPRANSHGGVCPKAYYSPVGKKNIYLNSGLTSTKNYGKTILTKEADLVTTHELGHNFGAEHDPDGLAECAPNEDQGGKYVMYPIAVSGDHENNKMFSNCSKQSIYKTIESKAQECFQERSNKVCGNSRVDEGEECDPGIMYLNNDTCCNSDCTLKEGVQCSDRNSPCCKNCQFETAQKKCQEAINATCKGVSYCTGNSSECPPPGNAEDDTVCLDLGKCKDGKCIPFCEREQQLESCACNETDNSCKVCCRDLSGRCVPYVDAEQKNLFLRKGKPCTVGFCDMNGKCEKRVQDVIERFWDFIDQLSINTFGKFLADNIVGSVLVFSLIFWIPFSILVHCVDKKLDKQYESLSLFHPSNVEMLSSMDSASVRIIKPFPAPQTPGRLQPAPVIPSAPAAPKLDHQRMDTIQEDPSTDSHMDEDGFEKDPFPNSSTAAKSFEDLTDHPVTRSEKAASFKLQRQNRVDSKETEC
PLC-beta3 inh = blocks human PLC-beta3 enzyme activity; Q01970; Purified PLC-beta3, fluorogenic substrate, fluorescence; inhibition, % at 12.2 µM; hit rate 0.18% among 370,000; in the data active = inhibition above about 11%;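 also: 0% = median of compound wells on plate and 100% = full blocker control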
PLCg1 inh = PLC-gamma1 (human) inhibition, primary screen; purified PLC-gamma1, fluorogenic substrate, fluorescence; AID 720700; P19174; hit rate 0.84% among 370,000; inhibition, % at 12.2 µM; in the data active = inhibition above about 9.5%
ARFGAP1 inh = inhibits rat ARF GTPase activating protein 1. Arfgap1-stimulated ARF1 GTP hydrolysis, GDP FP detection. inhibition, % at 16.5 µM. hit rate 0.26% among 360,000;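 active = inhibition above a per-plate limit, mean inhibition of low control wells plus 3 SD, cut at about 25% in these data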;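 also: 0% = DMSO wells with enzyme and 100% = wells lacking Arfgap1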
Target sequence (Q62848 1-136 limits assumed): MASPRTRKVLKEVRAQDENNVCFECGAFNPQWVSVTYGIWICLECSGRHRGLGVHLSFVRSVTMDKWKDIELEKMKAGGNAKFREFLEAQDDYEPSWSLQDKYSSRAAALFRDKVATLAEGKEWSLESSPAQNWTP
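Material: truncated rat Arfgap1 GAP domain; Incubation: compound-enzyme preincubation 20 min, reaction 120 min, detection 60 min, 25 °C; Read-out: percent inhibition of Arfgap1-stimulated GTP hydrolysis; Technique: FP, GDP Alexa 633 tracer displaced from anti-GDP antibody, 620/688 nm; Controls: No-Arfgap1 wells (100%) versus DMSO full-reaction wells (0%); Replication: single well per compound.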
MBD2 inh = blocks human MBD2 binding to methylated DNA; inhibition, % at 4.4 µM; TR-FRET, MBD2 binding to methylated oligonucleotide; Q9UBB5; hit rate 0.31% among 370,000; in the data active = inhibition above about 13%
An asterisk follows results filed as active; i = inactive; · = no result given.

Each structure is followed by: DDE Tn7 FP inh, proKLK7 act, ASAP1 inh, DDE Tn6 FP inh, UHRF1 binding, ADAM17 inh, PLC-beta3 inh, PLCg1 inh, ARFGAP1 inh, MBD2 inh
- c1ccc2c(c1)ccc1[nH]c3c(c12)CCCC3
  -5, -10, 18, -7, 3, -204, -155, -119, 9, -1
- Cc1sc2nc3ccc(N4CCCC4)nn3c(=O)c2c1C
  3, 5.7, -6, 0, -1, -72, i, i, -8, 2
- Fc1cccc(Cc2c(-c3ccccc3)nc3ccc(Br)cn23)c1
  -5, -0.6, 6, 0, 3, -2, -10, -9, 1, -3
- CCOC(=O)c1c(O)cc(C)[nH]c1=O
  4, 0.6, 3, -1, 4, -11, -9, 1, 8, 5
- CSc1ccc(/C=C/C(=O)NC(=O)c2ccccc2O)cc1
  3, 3.3, 8, 4, 2, -26, -330, -247, -4, 1
- CNCCOc1ccccc1OC(C)C
  -6, -0.7, -12, 1, 2, -2, 6, 3, 0, -5
- COC(=O)[C@H](C(C)C)N1Cc2nnn(Cc3ccccc3)c2-c2cc(F)ccc2S1(=O)=O
  5, 0.1, ·, -5, 0, 0, 1, 1, ·, 4
- COc1ccc(Nc2nc(N)nc(CSc3nnc(C)s3)n2)cc1
  -5, 0.0, -1, 6, 4, -2, 4, 1, -1, 4
- CCC(=Cc1ccccc1O)c1ccncc1
  5, 0.2, 0, 2, 11, -4, -12, -10, 11, 0
- CC(=O)Nc1ccc(C(=O)NCCCSc2ccccc2)cc1
  3, 0.1, 1, 1, -3, 3, -4, 3, 3, -6
- C=CCOc1c(Br)cc(C2NC(=O)NC(C)=C2C(C)=O)cc1OCC (stereo unspecified)
  -4, 0.3, -3, 8, -2, -4, -5, -6, 6, 2
- CC(=O)c1ccc(NC(=O)C(C)N2CCN(C/C=C/c3ccccc3)CC2)cc1 (stereo unspecified)
  2, -0.1, 10, -7, -2, -3, -1, 2, -3, 3
- C[C@H]1CN([C@@H](C)CO)C(=O)CCCn2nncc2CO[C@H]1CN(C)C(=O)NC1CCCCC1
  -3, 0.1, -2, 5, -2, -4, 2, 0, -14, -1
- C#C[C@]1(O)CCC2C3CCC4=CC(=O)CC[C@@H]4C3CC[C@@]21C (stereo partly specified)
  1, 0.4, 7, 2, -2, -9, 0, -1, 8, 0
- OCc1nc2ccccc2n1CCCCOc1ccccc1
  10, 0.1, 3, 2, -3, -1, 0, 0, -10, -6
- CCCNc1c(N)n(-c2ccccc2)c(=O)[nH]c1=O
  6, -0.2, -8, 6, 1, -18, -1, -8, 6, 3
- COc1cc(C=C(OC(C)=O)c2ccc3c(c2)OCO3)cc(OC)c1OC
  11, 0.6, 4, 11, 0, -5, -1, 0, -4, 1
- CCCc1cc(=O)[nH]c(SCC(=O)c2ccc3c(c2)OCCO3)n1
  8, -0.3, -5, 3, 1, -4, -5, 0, 7, -6
- CCOC(=O)N/N=C/c1cc(C)n(-c2cccc3ccccc23)c1C
  4, -1.7, 5, 0, 1, -9, -11, -14, -7, -7
- COCCNC(=O)C(c1ccc(O)cc1)N(C(=O)CCC(=O)Nc1nccs1)c1cccc(C)c1 (stereo unspecified)
  5, 0.1, -6, 1, -2, -6, 0, 0, -4, 0
- COc1cccc(-c2sc3ccc(OC)cc3c2-c2cnc(N3CCOCC3)nc2)c1
  -3, -0.4, -10, -1, -6, -2, -3, -3, 9, 6
- NS(=O)(=O)c1ccc(-n2cccc2C=O)cc1
  5, -0.5, 15, 5, 2, -5, 0, -2, 6, 4
- c1cc(-c2n[nH]c(-c3ccncc3)n2)ccn1
  3, -0.1, -5, 2, 1, -1, -7, 1, -5, -10
- CC(C)(C)c1cc(CN2CCN(CCC#N)CC2)cc(C(C)(C)C)c1O
  14*, -0.8, 3, 0, 4, -8, -1, 0, 1, 11
- O=C(c1cccs1)N1CCn2c1nc1ccccc12
  -6, 0.2, -2, 10, 0, -1, 1, 2, -1, 1
- Cc1ccc2nc(C)cc(C(=O)NC3CCCCCC3)c2c1
  -4, 0.2, -12, -7, 0, -7, -6, -3, 5, -1
- CCCCn1c(N)c(N(CCOC)C(=O)COc2c(C)cccc2C)c(=O)[nH]c1=O
  5, -0.8, -14, -3, 2, -3, -5, 0, -5, -2
- CCC1CCCCN1CCCNC(=O)c1ccc2c(c1)NC(=O)CS2 (stereo unspecified)
  1, -0.5, 5, -1, 0, -2, -7, -2, 2, -4
- Clc1ccc(Br)c(-c2nc3ccccc3[nH]2)c1
  -5, -0.5, -10, 4, 13, -6, -6, -1, 2, 5
- Cc1cc(/C(N)=N/OC(=O)Nc2ccccc2)no1
  1, -0.2, -6, -1, -1, -4, -1, -2, -10, -10

Reprinted from the part before: 2 entries, then new ones.
Each structure is followed by: DDE Tn7 FP inh, proKLK7 act, ASAP1 inh, DDE Tn6 FP inh, UHRF1 binding, ADAM17 inh, PLC-beta3 inh, PLCg1 inh, ARFGAP1 inh, MBD2 inh
- Clc1ccc(Br)c(-c2nc3ccccc3[nH]2)c1
  -5, -0.5, -10, 4, 13, -6, -6, -1, 2, 5
- Cc1cc(/C(N)=N/OC(=O)Nc2ccccc2)no1
  1, -0.2, -6, -1, -1, -4, -1, -2, -10, -10
- CN(C)CCSc1nc(-c2ccccc2)nc2c1CCC2
  -2, -0.6, 7, 3, -1, -3, 4, -1, 1, -2
- O=[N+]([O-])c1cccc(C=NN=Cc2ccccc2O)c1
  2, 0.1, 2, -3, -1, -4, -8, 3, -2, 3
- COc1cc(-c2ccc3oc(-c4ccsc4)cc3c2)cc(OC)c1OC
  -1, -0.6, -13, -1, -1, -4, -5, -1, -5, 0
- CC(=O)C1=C(C)NC(SCC(=O)c2ccc(Cl)cc2)=C(C#N)C1CC(C)C (stereo unspecified)
  9, 0.7, -7, 2, 2, -2, -14, -4, 2, 0
- N#C/C(=N\Nc1ccc(Cl)c(Cl)c1)C(=O)C1CC1
  -2, -0.5, 5, -10, 0, -33, -22, -8, -1, -5
- O=c1cnnc(N/N=C/c2ccc3c(c2)OCO3)[nH]1
  -3, 0.0, 2, -1, -1, -2, -6, -1, 4, -2
- CC(Sc1ncnc2sc(-c3ccccc3)cc12)C(N)=O (stereo unspecified)
  -3, 0.6, 0, 1, -2, -4, -12, -3, -4, -1
- Cc1nc2sc(C(c3ccco3)N3CCN(c4ccccc4F)CC3)c(O)n2n1 (stereo unspecified)
  -3, -0.2, -8, 5, -4, -1, 3, 0, 9, -4
- Cc1cccc(C(=O)OCc2cnc(Cl)s2)c1
  2, -0.7, 10, 4, 3, 4, 4, 4, -8, 5
- O=C(NCCCc1ccccc1)c1ccccc1
  0, -0.1, -9, 6, 0, -3, 1, -2, 5, -6
- COc1ccc(-c2sc3ccc(N4CCOCC4)cc3c2C#CCO)cc1
  3, -29, 8, -1, 15, -25, i, -358, 8, 6
- CNC(=O)COC(=O)c1cccc(S(=O)(=O)N2CCN(c3ccc(F)cc3)CC2)c1
  -7, 1.0, 9, -1, 5, -7, -4, 2, -2, 1
- COCCNC(=O)CN(C(=O)CCC(=O)Nc1cc(C)on1)c1ccc(C)cc1C
  -6, -0.7, -1, -7, 0, -4, 2, 1, -8, 1
- O=C(COC(=O)c1cc(S(=O)(=O)N2CCOCC2)ccc1Cl)NCc1ccc2c(c1)OCO2
  -5, 0.0, 7, 0, -1, -4, -9, 2, 2, 1
- CC12CCC3C(CCC4N(CCO)CCC34C)C1CCC2O (stereo unspecified)
  1, -0.3, 3, -1, 4, -5, -8, 7, 12, 10
- O=S1(=O)CCOC[C@H](Cc2ccccc2)N1Cc1ccccc1F
  -5, 0.1, 9, -4, 3, 0, 1, 4, -3, -3
- Cc1cc(C)cc(NC(=O)Nc2cnccn2)c1
  -12, 0.0, 12, -2, -3, -7, -4, -3, -5, -5
- C=CCNC(=O)C1CCN(S(C)(=O)=O)CC1
  5, 0.2, -10, -7, 0, -3, 0, -1, 14, 4
- O=C(Nc1ccncc1)C1CCN(S(=O)(=O)c2ccccc2)CC1
  -1, -0.5, 3, 5, 2, -1, -4, 3, 15, 2
- COc1ccc(OC)c(CN(CCN2CCOCC2)C(=O)Nc2ccccc2)c1
  -5, 0.2, -6, -9, 0, 3, -1, 0, 15, -6
- O=C(NCc1ccccc1)C12CC3CC(CC(C3)C1)C2
  3, -0.3, 8, -5, 1, -1, 3, 4, 5, -3
- CCc1ccc2[nH]c(=O)c(CN(CCN(C)C)C(=S)NCc3ccco3)cc2c1
  2, 0.7, 0, 1, -3, -4, -2, -2, -3, 4
- Cc1c(C(c2ccc(C(=O)O)cc2)c2c(C)n(C)n(-c3ccccc3)c2=O)c(=O)n(-c2ccccc2)n1C
  3, -0.4, -11, -6, 0, -1, 3, 4, 10, -1
- COC(=O)C1=C(C)N(Cc2ccccc2C(F)(F)F)C(=NCc2cc(OC)c(OC)c(OC)c2)NC1c1cccc(F)c1 (stereo unspecified)
  -6, 0.6, -11, -1, -2, 2, -4, -4, 5, -1
- Cc1ccc(CSCCNC(=O)c2cccc([N+](=O)[O-])c2)cc1
  5, 0.2, 7, 4, 1, 7, 3, -1, -7, 5
- Cc1ccc2c(c1)C1CN(C)CCC1N2C(=O)COc1ccccc1F (stereo unspecified)
  0, -0.2, -4, -1, 16, 0, -6, -1, 1, 1
- COc1ccccc1[C@@H]1C(c2cccc(C)c2)=NN(c2ccc(Br)cc2)[C@H]1C(=O)N1CCOC1=O
  -3, -7.7, 20, 1, 1, -79, -174, -113, -2, 2
- N#Cc1c(N)nc2c(c1N)CC(C(F)(F)F)O2 (stereo unspecified)
  -2, 0.6, 10, -9, 3, 1, -3, 0, 2, -1
- CC(O)c1nc2ccccc2n1CCCc1ccccc1 (stereo unspecified)
  5, -0.6, -8, -1, 0, -1, -2, 0, -7, 0
- COc1ccccc1NC1=Nc2cccc3cccc1c23
  3, 0.3, 4, 1, 0, -2, -19, -11, -6, 3
- Cc1ccc(C2(C(F)(F)F)N=C3Sc4cc(C)ccc4N3C(=O)N2)cc1 (stereo unspecified)
  0, 0.2, 8, 4, 0, -5, -2, 0, 11, 2
- O=C(COC(=O)CNC(=O)c1cccc([N+](=O)[O-])c1)Nc1ccccc1OC(F)F
  0, 0.2, -6, 5, -1, 1, 3, 3, 5, 3
- CSc1c(CC(=O)NCCO)n(C)c2ccccc12
  7, 0.7, -4, -2, -1, -1, 3, 1, 0, -6
- Cc1[nH]n(-c2ccccc2)c(=O)c1N=Nc1ccccc1C(=O)N1CCOCC1
  -4, -0.1, 2, -1, -5, 2, 3, 4, 10, 0
- CCCOc1ccc(C(=O)Nc2cc(S(=O)(=O)N3CCOCC3)ccc2N2CCN(CC)CC2)cc1OC
  2, -0.1, -9, -7, 2, -1, 1, 0, -9, -5
- COc1ccc2c(CCNC(=O)c3ccco3)c[nH]c2c1
  -2, 0.3, 12, -4, 1, -1, -4, -3, -4, -4
- CC(C)(CO)Nc1nc(N2CCCC2)nc(N2CCCC2)n1
  -1, 0.1, -20, -1, 1, 2, 5, 9, 1, -5
- COCCCn1c(SCC(=O)Nc2ccc(NC(C)=O)cc2)nc2sc3c(c2c1=O)CCC3
  6, 0.2, 20, -2, 0, -2, -5, -1, 8, 4
- S=C(NCCCN1CCOCC1)Nc1ccc(Cl)cc1
  8, -0.4, -7, 4, -4, -3, 3, -1, 9, 2
